Compound activity from PubChem BioAssay.
KCNQ1 inh – inhibitors of human KCNQ1 potassium channel; P51787; CHO-K1 KCNQ1, FluxOR thallium flux fluorescence; stronger effect = higher value; B-score at 10 µM; actives 1.3% (n = 310,000);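 active = compounds whose thallium flux B-score, printed positive for inhibition, exceeds three library SD while starting fluorescence stays within three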;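 also: channel opened by potassium depolarization with thallium stimulus after 20 min compound exposure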
RGS4 act – potentiators or activators of RGS4. B-score at 10 µM. HEK293 M3R/inducible RGS4, carbachol calcium flux Fluo4; stronger effect = lower value. actives 0.92% (n = 310,000);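 active = B-score of the integrated calcium signal more than 4 SD below the library mean, with starting fluorescence not abnormally high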;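 also: negative B-score means reduced calcium response which marks RGS4 activation or potentiation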
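Test system: HEK293 cells with stable M3R and inducible RGS4; also added: carbachol at ECmax as muscarinic agonist stimulus; schedule: dye loading 30 min 37 °C, buffer rest 30 min RT; technique: kinetic calcium fluorescence imaging with Fluo4-AM dye, 2 µM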
PolyA inhibitor – inhibitors of polyadenylation in S. cerevisiae; S. cerevisiae SKY197-pL101 polyadenylation reporter, beta-gal luminescence; efflux-impaired pdr1/pdr3 knockout yeast; score 100 = 6 SD above DMSO; calls only at 12 µM; actives 0.02% (n = 300,000); AID 1875;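 active = lowest replicate activity score at least 50, where 100 means six control SD above control mean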;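 also: yeast exposed to compound for 9 h at 30 °C; higher score means more reporter readthrough which indicates perturbed polyadenylation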
KCNK3 inh – human KCNK3 channel inhibition, primary screen. B-score at 10 µM. O14649. actives 0.84% (n = 340,000). AID 602410. CHO-KCNK3 thallium flux, FluxOR fluorescence; stronger effect = lower value;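 active = B-score under library mean minus 4 SD, starting fluorescence ratio at most library mean plus 5 SD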;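 also: more negative B-score means stronger inhibition of thallium flux through KCNK3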
GSK3A inh – human GSK-3 alpha kinase inhibition | inhibition, % at 10 µM | actives 0.1% (n = 320,000) | AID 2650 | ADP-Glo luminescence, 60 min;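 in the data active = inhibition above about 50%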;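 also: GST-tagged GSK-3 alpha with peptide substrate and 25 µM ATP; 0% = DMSO neutral wells and 100% = GW8510 positive control wells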
Target sequence (P49840 whole entry, looked up): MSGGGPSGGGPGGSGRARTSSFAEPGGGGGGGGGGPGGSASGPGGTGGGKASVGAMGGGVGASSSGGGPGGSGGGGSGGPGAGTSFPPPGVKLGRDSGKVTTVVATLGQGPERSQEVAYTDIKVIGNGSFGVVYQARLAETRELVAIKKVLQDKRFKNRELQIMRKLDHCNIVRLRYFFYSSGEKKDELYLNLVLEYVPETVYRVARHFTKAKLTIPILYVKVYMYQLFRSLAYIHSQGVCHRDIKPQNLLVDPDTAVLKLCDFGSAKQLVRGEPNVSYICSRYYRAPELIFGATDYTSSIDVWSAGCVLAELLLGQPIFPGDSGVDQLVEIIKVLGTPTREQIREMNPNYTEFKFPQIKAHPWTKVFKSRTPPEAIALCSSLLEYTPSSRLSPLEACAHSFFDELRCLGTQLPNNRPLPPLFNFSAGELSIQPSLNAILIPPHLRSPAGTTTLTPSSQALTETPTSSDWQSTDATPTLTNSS
GSK3beta inhib – human GSK3beta kinase inhibition; P49841; GST-GSK3beta kinase, ADP-Glo luminescence, 60 min; stronger effect = lower value; activity score (negative = inhibition), % at 10 µM; actives 0.038% (n = 300,000);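 active = more than half of replicate wells score below -50%, meaning over 50% inhibition versus plate controls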;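 also: 0% = median DMSO wells and -100% = median GW8510 positive control wells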
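Test system – GST-tagged human GSK3beta kinase, cell-free · Incubation – 60 min enzyme reaction, room temperature · Signal – ADP-Glo luminescence · Also added – peptide substrate and ATP at 25 µM · Controls – DMSO neutral wells and GW8510 at 20 µM as positive · Buffer or medium – Tris/MgCl2 kinase buffer · Measure – Luminescence-derived activity versus plate DMSO and GW8510 wells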
KCNQ1 pot – potentiators or activators of human KCNQ1 potassium channel | actives 0.35% (n = 310,000) | CHO-K1 KCNQ1, thallium flux FluxOR fluorescence; stronger effect = higher value | B-score at 10 µM | P51787 | AID 2648;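 active = fluorescence ratio B-score, a plate-corrected score, at least three library SD, with initial intensity B-score within 5 SD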
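Assay system: CHO-K1 cells stably expressing KCNQ1. Medium: assay buffer for compound exposure, DMSO matched across wells. Timing: 37 °C overnight plating, 90-min dark dye load, 20-min compound pretreatment. Signal: kinetic FluxOR fluorescence, 10 s baseline plus 110 s post-stimulus.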
Dyrk1A ADPGlo – blocks rat Dyrk1A kinase activity | ADP-Glo luminescence, NFATc1 peptide | Q63470 | inhibition, % at 12.5 µM | actives 0.43% (n = 310,000) | AID 504441; in the data active = inhibition above about 50%;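 also: plate controls were vehicle with enzyme for no effect and no enzyme for full effect; many of its hits are not listed in these tables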
KCNK9 block – human KCNK9 channel inhibition; Q9NPC2; HEK293 KCNK9, FluxOR thallium flux fluorescence; stronger effect = lower value; B-score at 10 µM; actives 1.2% (n = 310,000); AID 488922;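 active = ratio B-score over 3 SD below the library mean, with starting fluorescence within 5 SD of its mean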;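 also: negative B-score means less thallium flux so channel inhibition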
hERG protect – shields human hERG channel from block by proarrhythmic agents | Q12809 | CHO-hERG, FluxOR thallium flux, dofetilide IC70 present | activation (rescue from dofetilide block), less the hit threshold, % at 10 µM | actives 0.51% (n = 310,000) | AID 1511;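 active = activation above the mean of controls blocked by dofetilide plus 5 SD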;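 also: thallium influx through hERG after potassium depolarization seen as dye fluorescence rise; in these data hits start at about 4.7%; inactives centre near -7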
RGS4 inh – human RGS4 inhibition; P49798; HEK293 M3R/RGS4 inducible, Fluo-4 calcium flux; stronger effect = higher value; triggered by carbachol at its EC20; B-score at 10 µM; actives 0.45% (n = 310,000); AID 463165;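 active = B-score, a plate-corrected calcium signal, over three deviations above library mean, with baseline fluorescence within five deviations of library mean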;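 also: RGS4 expression induced by doxycycline in cells with stable M3 receptor; B-score is computed from the integrated fluorescence ratio over baseline after carbachol; higher B-score means a larger calcium signal and so more RGS4 inhibition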
Target sequence (P49798 whole entry, looked up): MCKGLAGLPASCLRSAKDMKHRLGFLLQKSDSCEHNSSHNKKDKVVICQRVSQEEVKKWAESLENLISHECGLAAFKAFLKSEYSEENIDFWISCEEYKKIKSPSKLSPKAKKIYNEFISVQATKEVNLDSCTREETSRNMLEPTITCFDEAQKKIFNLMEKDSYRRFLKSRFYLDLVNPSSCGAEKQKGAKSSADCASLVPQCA
Numbers without * were called inactive; i = inactive; x = no result given. These rows are one share of the data; rates above refer to the full screens.

item	Molecule	KCNQ1 inh	RGS4 act	PolyA inhibitor	KCNK3 inh	GSK3A inh	GSK3beta inhib	KCNQ1 pot	Dyrk1A ADPGlo	KCNK9 block	hERG protect	RGS4 inh
1	CN(c1ccc(C(=O)Nc2cccnc2)cc1)S(C)(=O)=O	i	i	x	i	-1	-3	i	-3	i	0	i
2	NC(=O)c1ccc(Oc2ccc3c(c2)CCC3)c([N+](=O)[O-])c1	i	i	i	i	-2	1	i	8	i	-10	i
3	O=C(NCCOc1nc(N2CCOCC2)nc(N2CCOCC2)n1)Nc1ccccc1	i	i	i	i	0	1	i	3	i	-8	i
4	O=C1C(=O)N(CCCn2ccnc2)C(c2cccnc2)/C1=C(/O)c1ccc(F)cc1 (stereo not drawn)	i	i	i	i	x	0	i	-6	i	-9	i
5	CC(NC(=O)c1ccccc1Cl)C1COc2ccccc2O1 (stereo not drawn)	i	i	i	i	-5	7	i	1	i	-4	i
6	Cc1ccc(Oc2nnc(-c3ccccc3)cc2C#N)cc1	i	i	i	i	-2	2	i	2	i	-8	i
7	COc1ccc(C=NCCCN2CCOCC2)cc1	i	i	i	i	3	3	i	5	i	-10	i
8	Cn1c(O)c(N=NC(=S)Nc2ccccc2F)c2cc(S(=O)(=O)N3CCOCC3)ccc21	i	i	i	i	x	0	i	-1	i	11*	i
9	COc1ccccc1C(=O)Nc1cccc2c1CCCC2	i	i	i	i	-2	0	i	-1	i	-2	i
10	COc1ccc(C2Nc3ccccc3C(=O)N2Cc2ccco2)cc1COc1ccccc1F (stereo not drawn)	i	i	i	i	-3	0	i	1	-9*	-7	i
11	CCC(=O)N=c1sc2c(OC)ccc(OC)c2n1C	i	i	i	i	-1	-6	i	0	i	-11	i
12	CCOC(=O)C1=C(C)NC(SC)=NC1c1ccc(OC)cc1 (stereo not drawn)	i	i	i	i	1	3	i	1	i	-4	i
13	CCCC1CC(C)(C(=O)CSc2n[nH]c(-c3ccccc3)n2)OC1=O (stereo not drawn)	i	i	i	i	-4	3	i	3	i	-8	i
14	O=C1NC(c2cccc([N+](=O)[O-])c2)=CCN1c1ccccc1O	i	i	i	i	-2	1	i	-4	i	-9	i
15	Cc1nn(C)c2c(=O)c(=O)c2n(C)[nH]1	i	i	i	i	-2	-1	i	1	i	-8	i
16	CSC1=NCCN1S(=O)(=O)c1ccc(C)cc1	i	i	i	i	-2	5	i	-4	i	-9	i
17	CCOC(=O)NN1C(=O)c2ccccc2NC1(C)C	i	i	i	i	-4	-3	i	1	i	-12	i
18	CCOC(=O)c1c(C)[nH]c(C)c1C(=O)COC(=O)/C=C/c1cccc(C(F)(F)F)c1	i	i	i	i	2	0	i	x	i	-13	i
19	O=C1CC(N2CCOCC2)C(=O)N1c1ccccc1Cl (stereo not drawn)	i	i	i	i	x	2	i	-3	i	-4	i
20	CC(=O)Nc1ccc(Oc2nc(-c3cccnc3)nc3sc4c(c23)CCCC4)cc1	i	i	i	i	0	-2	i	-1	i	-16	i

Not a retest: three of the compounds above.
item	Molecule	KCNQ1 inh	RGS4 act	PolyA inhibitor	KCNK3 inh	GSK3A inh	GSK3beta inhib	KCNQ1 pot	Dyrk1A ADPGlo	KCNK9 block	hERG protect	RGS4 inh
11	CCC(=O)N=c1sc2c(OC)ccc(OC)c2n1C	i	i	i	i	-1	-6	i	0	i	-11	i
12	CCOC(=O)C1=C(C)NC(SC)=NC1c1ccc(OC)cc1 (stereo not drawn)	i	i	i	i	1	3	i	1	i	-4	i
13	CCCC1CC(C)(C(=O)CSc2n[nH]c(-c3ccccc3)n2)OC1=O (stereo not drawn)	i	i	i	i	-4	3	i	3	i	-8	i

Next structures follow.
item	Molecule	KCNQ1 inh	RGS4 act	PolyA inhibitor	KCNK3 inh	GSK3A inh	GSK3beta inhib	KCNQ1 pot	Dyrk1A ADPGlo	KCNK9 block	hERG protect	RGS4 inh
21	CCc1nonc1NC(=O)c1oc2cc(C)c(Cl)cc2c1C	i	i	i	i	x	1	i	0	i	-8	i
22	CCc1nn2c(=O)cc(COc3cccc(NC(=O)c4ccco4)c3)nc2s1	i	i	i	i	-1	13	i	4	i	-5	i
23	O=C(N/C(=C/c1ccccc1Cl)C(=O)N1CCCC1)c1ccccc1	i	i	i	i	0	2	i	4	i	-8	i
24	O=C1NCCN1C(=O)C12CC3CC(CC(C3)C1)C2	i	i	i	i	2	1	i	7	i	-9	i
25	c1ccc(-c2nc(C3CCCCC3)c3sccc3n2)cc1	i	i	i	i	-2	0	i	5	i	-7	i
26	CN(C)S(=O)(=O)c1ccc(N2CCCC2)c(C(=O)NCC2COc3ccccc3O2)c1 (stereo not drawn)	i	i	i	i	-2	-2	i	6	i	-16	i
27	Cc1occc1C(=O)Nc1cccc(C(F)(F)F)c1	i	i	i	i	-1	1	i	-1	-9.3*	-14	i
28	Cc1cc2nc(SCCN3CCCC3)[nH]c2cc1C	i	i	i	i	0	3	i	-6	i	-3	i
29	O=c1cc(-c2ccccc2)nc2nc(SCc3ccccc3)[nH]n12	i	i	i	i	-3	-1	i	3	i	-3	i
30	CCOC(=O)C(O)C1CCc2c([nH]c3ccc(C)cc23)C1=O (stereo not drawn)	i	i	i	i	-1	6	i	6	i	-14	i
31	CCn1c(CC(=O)Nc2ccccc2C)nnc1SCC(=O)Nc1nncs1	i	i	i	i	-3	1	i	1	i	-5	i
32	COC(=O)Nc1ncc(CN2CCCCC2)s1	i	i	i	i	-2	-2	i	2	i	-9	i
33	O=C(c1ccc2snnc2c1)N1CCN(c2ccccc2)CC1	i	i	i	i	-3	2	i	-3	i	-10	i
34	O=C(O)C1CCC(=O)N(C2CCCCC2)C1c1ccccc1Cl (stereo not drawn)	i	i	i	i	7	2	i	x	i	-9	i
35	COc1ccc(OC)c(CCNC(=O)CCc2nnc3ccc(N4CCCCC4)nn23)c1	i	i	i	i	8	0	i	x	i	-9	i
36	COc1ccc(CC2(CO)CCN(Cc3cccc(OC)c3OC)CC2)cc1	i	i	i	i	-4	-2	i	x	i	-9	i
37	CCOC(=O)c1ccc([N+](=O)[O-])c(CS(=O)(=O)c2ccc(Cl)cc2)c1	i	i	i	i	-2	1	i	-10	i	-11	i
38	COc1c(O)cnn(-c2ccccc2)c1=O	i	i	i	i	-6	2	i	x	i	-9	i
39	CCOc1ccc(N(CC(=O)NC2CCCC2)C(=O)c2ccc(C)s2)cc1	i	i	i	i	0	-3	i	1	i	-11	i
40	Cn1ccc2cc(NC(=O)Nc3cccnc3)ccc21	i	i	i	i	2	-1	i	-5	i	-4	i
41	C=CCn1cc(C(C)=O)c(=O)[nH]c1=O	i	i	i	i	-2	5	i	1	i	-6	i
42	O=C(CCCn1c(=S)[nH]c2ccsc2c1=O)Nc1ccc2c(c1)OCCO2	i	i	i	i	-1	-1	i	1	i	-7	i
43	CCCC(=O)NCC(c1cccs1)S(=O)(=O)c1ccc(C)cc1 (stereo not drawn)	i	i	i	i	0	0	i	x	i	-5	i
44	O=C(COC(=O)c1ccc(Br)cc1)NCc1ccc(F)cc1	i	i	i	i	1	0	i	-11	i	-12	i
45	COc1cc(/C=N/NC(=O)CCn2cnc(-c3ccccc3)c2-c2ccccc2)ccc1O	i	i	i	i	0	-1	i	-5	i	-10	i
46	COC(=O)c1cc(C(=O)OC)cc(-n2c(C)cc(C(=O)CC#N)c2C)c1	i	i	i	i	1	0	i	3	i	-7	i
47	CCOC(=O)NC1(C(F)(F)F)NC(=O)N(C2CCCCC2)C1=O (stereo not drawn)	i	i	i	i	1	-6	i	0	i	-1	i
48	CN(C)S(=O)(=O)c1cccc(NC(=O)CSc2nnnn2-c2ccccc2)c1	i	i	i	i	-1	-1	i	-7	i	-5	i
49	CN1CCN(C(=O)c2ccc(N3CCCC3=O)cc2)CC1	i	i	i	i	-1	1	i	1	i	-6	i
50	COc1ccc(-n2c(=S)[nH]c3[nH]ncc3c2=O)cc1	i	i	i	i	5	0	i	4	i	-8	i
51	Cc1cc(Cl)ccc1N(CC(=O)NCc1ccccc1)S(C)(=O)=O	i	i	i	i	-4	0	i	-2	i	-3	i
52	CCc1ccc(CN(C)C(=O)c2cc(S(=O)(=O)N3CCOCC3)ccc2N2CCCC2)cc1	i	i	i	i	-2	-1	i	20	i	-23	i
53	CN1CCN(C(=S)NC(=O)c2ccc(-c3ccccc3)cc2)CC1	i	i	i	i	-1	1	i	-7	i	-7	i
54	CNS(=O)(=O)c1cccc(C(=O)NCC2(N3CCCCC3)CCCCC2)c1	i	i	i	i	-1	-2	i	0	i	-9	i
55	Cc1c2c(nc3c(C)cccc13)OC(C)C2 (stereo not drawn)	i	i	i	i	-1	0	i	6	i	-5	i
56	c1ccc(-c2cc(N3CCCCCC3)n[nH]2)cc1	i	i	i	i	-1	1	i	1	i	-4	i
57	CCCC(c1nnnn1C(C)(C)C)N1CCN(Cc2ccccc2OC)CC1 (stereo not drawn)	i	i	i	i	-4	-1	i	-3	i	-1	i

Along the list, quoted from above:
Nos. 51–55 in PolyA inhibitor, in turn: i, i, i, i, i
Nos. 51–55 in KCNK9 block, in turn: i, i, i, i, i
